Screening results: PubChem, several laboratories
RmlC RmlD mix: RmlC and RmlD coupled enzyme inhibitors, primary screen, biochemical, 384-well, compound mixtures, retest | actives 0.39% (n = 110,000) | inhibition, % at 5.5 µM | RmlC/RmlD coupled enzyme inhibition, 384-well mixture HTS; in the data active means inhibition above about 30%, passing the limit was not always enough; further: strong numbers were not always called active
RT RNaseH block: HIV-1 RT RNase H inhibitors, primary screen, biochemical, fluorescence | RT-RNase H RNA/DNA duplex cleavage | AID 565, 2006 | actives 1.9% (n = 65,000) | inhibition, % at 10 µM; in the data active means inhibition above about 50%
Active calls of the source: *; · = not tested or not shown; & = joins results of further samples. Only part of the results is shown; rates above refer to the full screens.

SMILES	RmlC RmlD mix	RT RNaseH block
CCC(C)NS(=O)(=O)c1ccc(OCC(=O)N2CCCC2)cc1 (stereo unspecified)	-8	·
COc1ccc2c(c1)sc1nc(-c3ccccc3)cn12	-1	-19
CN(C)c1nccc(N(Cc2ccccc2)Cc2ccccc2)c1C#N	0	·
COc1ccc(OC)c(N2C(=O)CC(Cc3cc(C)cc(C)c3)C2=O)c1 (stereo unspecified)	6	·
CC(C)(C)NC(=O)CSc1n[nH]c(=O)n1-c1ccccc1	8	-12
O=C(Nc1ccc(F)cc1)c1sc2cc(C(F)(F)F)cnc2c1-c1cccs1	-12	·
Cc1ccc2nc(Nc3nc(C)cc(C(F)(F)F)n3)nc(C)c2c1	3	-10
COc1cc2cc(Oc3ccc4ccc(=O)oc4c3)c(=O)oc2cc1O	12	·
CC(C)[C@H](NC(=O)Nc1cccc(C(F)(F)F)c1)C(=O)O	-6	-5
COc1nc2c(C)cccc2cc1-c1noc(-c2ccco2)n1	-10	40
CCCCc1nc2n[nH]c(N)c2c2c1CSC(C)(C)C2	-4	·
CSc1nsc(SCC(=O)N2CCc3ccccc32)n1	-21	-42
Cc1ccc(C)c(S(=O)(=O)Nc2ccc3scnc3c2)c1	2	-82
COc1ccc(CNC(=O)C(c2ccc(C)cc2)N(Cc2cccs2)C(=O)c2ccc3c(c2)OCCO3)cc1 (stereo unspecified)	-19	·
Cc1cc(C)c2c(N)c(C(=O)NCc3ccco3)sc2n1	-12	-35
Cc1c(NC(=O)c2cc3ccccc3c(=O)s2)c(=O)n(-c2ccccc2)n1C	46	·
O=C(Cn1cnc2c(nnn2Cc2ccccc2F)c1=O)NCc1ccco1	·	-6
CC(=O)N1[C@H](C)C=C[C@]1(Cc1ccccc1)C(=O)O	-20	·
COc1ccc(-n2c(-c3cccc(C)c3[N+](=O)[O-])n[nH]c2=S)cc1	2	·
Cc1noc(C)c1Cn1nc(C(=O)O)c2ccccc2c1=O	8	-50

Looked up above:
Result for Cc1ccc(C)c(S(=O)(=O)Nc2ccc3scnc3c2)c1 in RT RNaseH block: -82
Result for Cc1cc(C)c2c(N)c(C(=O)NCc3ccco3)sc2n1 in RmlC RmlD mix: -12

Other entries.
SMILES	RmlC RmlD mix	RT RNaseH block
CC1CCc2c(C(=O)NCCCN3CCOCC3)csc2C1 (stereo unspecified)	20	-7
Cc1c(C(=O)Nc2ccc(OCc3ccccc3)cc2)cccc1[N+](=O)[O-]	-6	·
Cc1nc2cc(CC(=O)O)ccc2o1	-9	·
CCC(=NCc1ccc2c(c1)OCO2)c1c(O)n(C)c(=O)n(C)c1=O	-5	-5
O=C(CN1CCCC1)NCC12CC3CC(CC(C3)C1)C2	1	-7
CC(=O)Nc1cccc(C(=O)OC(C(=O)c2ccc(C)c(C)c2)c2ccccc2)c1 (stereo unspecified)	-15	·
CC(=O)Nc1ccc(-c2cn3ccsc3n2)cc1	4	-9
NC(=O)C1=C[C@H](c2csc3ccccc23)C[C@H](OCc2ccc(CO)cc2)O1	-63	·
CC(=O)C(=Nc1ccccc1Cl)NNc1ccc(Cl)cc1	8	·
Cc1ccc(C2=NNC(C(O)C(O)C(O)C(O)CO)S2)cc1 (stereo unspecified)	5	·
c1ccc(OCc2nnc3sc(-c4cccs4)nn23)cc1	18	-20
COc1ccc(C(OC(=O)c2c(C)noc2C)C(=O)NC2CCCC2)cc1 (stereo unspecified)	-20	-3
CCO[C@@H]1OC(C(=O)N2CCN(Cc3ccc4c(c3)OCO4)CC2)=C[C@H](c2ccc3c(c2)OCO3)[C@H]1CCCO	22	·
Cc1cc(C)nc(NC(=O)CSc2nnnn2-c2ccccc2)n1	2	-6
O=C(c1ccccc1)c1nnc(-c2ccccc2F)o1	-4	-9
Cc1noc(C)c1S(=O)(=O)Nc1ccc(C(=O)N2CCc3ccccc3C2)cc1	-15	-15
COC(=O)CSc1nc2ccc(C)cc2[nH]1	6	·
COc1ccccc1-n1c(SCC(=O)Nc2cccc3ccccc23)nc(O)cc1=O	-8	·
COc1ccccc1NCCC(=O)OCC(=O)Nc1ccc(Cl)cn1	·	8
CCCC(C(=O)OCC)P(=O)(c1ccccc1)c1ccccc1 (stereo unspecified)	-5	·
CCn1cc([N+](=O)[O-])c(C(=O)N2CCCC2)n1	-4	·
COc1ccc(Nc2nc(N)nc(CN(C)C3CCCCC3)n2)cc1	6	·
Cc1nc(N(C)C)ncc1C(=O)O	7	·
CC(=O)NCc1nc2ccccc2n1C(C)C	-1	-3
CCN(CC)CC#CC(C)OCOCC#CCOC (stereo unspecified)	-11	-6
COCCn1c(SCC(=O)c2ccc3c(c2)OCCO3)nnc1-c1ccco1	-11	-1
CCOc1ccc(C(=O)NC(=S)N(Cc2ccccc2)Cc2ccccc2)cc1	2	·
Cc1ccc(N(Cc2cc3ccccc3[nH]c2=O)C(=O)c2ccco2)c(C)c1	6	6
C/C(Cl)=C\Cn1c(=O)c2c(nc3n2CCS3)n(C)c1=O	-5	-1
Cc1ccc(C)c(C(=O)n2cnnc2N)c1	15	-9
CS(=O)(=O)N(CCc1ccccc1)CC(=O)NCc1ccncc1	2	·
COc1ccc(OC)c(NC(=O)Nc2cccc(Cn3cccn3)c2)c1	-5	3
O=C(O)CCC(=O)Nc1ccc(Cc2ccc(NC(=O)CCC(=O)O)cc2)cc1	8	·
O=C(O)C1C2C=CC(O2)C1C(=O)NCCCn1ccnc1 (stereo unspecified)	3	-10
CC1=Nc2ccccc2/C1=C\c1nc(-c2ccc(F)cc2)oc1O	14	·
CCn1nnc(NC(=O)c2ccc(C(C)(C)C)cc2)n1	-13	1
Cc1cc(C)cc(N2Cc3ccccc3C2)c1	-19	·
O=C(c1ccccc1F)N1CCN(Cc2ccccc2F)CC1	-2	·
CC1(C)CC(=O)C(C#N)=C(NCCCO)C1	4	-9
NC(=O)NC(=O)Nc1ccccc1Cl	-5	-1

One compound at a time, as listed above. Order of values: RmlC RmlD mix	RT RNaseH block
Cc1cc(C)cc(N2Cc3ccccc3C2)c1 is entered as -19	·
NC(=O)NC(=O)Nc1ccccc1Cl is entered as -5	-1
O=C(O)CCC(=O)Nc1ccc(Cc2ccc(NC(=O)CCC(=O)O)cc2)cc1 is entered as 8	·
CC1(C)CC(=O)C(C#N)=C(NCCCO)C1 is entered as 4	-9
CC1=Nc2ccccc2/C1=C\c1nc(-c2ccc(F)cc2)oc1O is entered as 14	·

(cont.)
SMILES	RmlC RmlD mix	RT RNaseH block
O=C(CN1C(=O)c2cccc3cccc1c23)Nc1ccc(S(=O)(=O)N2CCOCC2)cc1	-18	-19
C=CCn1c(SCC(=O)NCc2ccc3c(c2)OCO3)nc2scc(-c3ccccc3)c2c1=O	1	·
Cc1ccc(SC[C@H](c2ccccc2)N2CCN(CC(C)C)CCC2=O)cc1	-7	·
N#Cc1nc(-c2cccs2)oc1NCC1CCCO1 (stereo unspecified)	107*	-7
S=C(NCc1ccco1)Nc1ccc(Cl)c(Cl)c1	7	·
O=C(COc1ccc2c(c1)C(=O)CC1(CCCCC1)O2)NCc1ccccc1	-30	·
Cc1cccc(C(=O)NCCN2CCCC2)c1	10	·
CCOC(=O)CCNC(=O)Nc1ccc2nc(C)n(Cc3ccccc3Cl)c(=O)c2c1	-27	-7
CCOC(=O)CSc1nnc(-c2ccco2)n1C	-5	-6
O=C(O)C1CC=CCC1C(=O)NCCc1ccccc1 (stereo unspecified)	-9	4
CN(C)c1ccc(C2C3=C(CCCC3=O)OC3=C2C(=O)CCC3)cc1	8	-4
Cn1ncc(Cl)c1C(=O)N1CCc2ccccc21	6	-11
O=C(c1ccco1)N1CCN(C2CC(=O)N(c3ccc4c(c3)OCO4)C2=O)CC1 (stereo unspecified)	3	7
Nc1ccc(-n2ccnc2)cc1	5	-5
COc1cc(/C=N/NC(=O)C(=O)N2CCCC2)ccc1O	1	·
O=c1cc(N2CCN(Cc3ccccc3)CC2)[nH]c(=O)n1-c1cccc(C(F)(F)F)c1	8	1
CCn1c(SCC(=O)Nc2ccc(NC(=O)c3ccco3)c(OC)c2)nc2ccccc2c1=O	95*	21
COC(=O)c1sccc1NC(=O)C12CC3CC(CC(C3)C1)C2	5	·
O=C(Nc1cccc(NC(=O)c2cccs2)c1)c1ccco1	-1	-5
CCN(Cc1cc2cccc(C)c2[nH]c1=O)C(=O)c1ccccc1OC	·	-5
Cc1ccc2sc(NC(=O)CSc3nc(C)cc(C)c3C#N)nc2c1	1	·
CCOC(=O)C1Nc2c(F)cc(C)cc2C2C=CCC12 (stereo unspecified)	5	·
COc1cc(C2CC(=O)NC(SCC(=O)Nc3ccccc3C)=C2C#N)ccc1O (stereo unspecified)	8	-7
Cc1ccc(C2=Nc3ccccc3N=C(c3ccco3)C2)c(O)c1	-23	·
FC(F)(F)c1cc(-c2ccco2)nc(NCc2ccccc2)n1	14	-17
CCOC(=O)c1cc2occc2n1CC(=O)Nc1ccc(OC)cc1OC	4	-12
COCCCN1C(=O)C(O)=C(C(C)=O)C1c1cccc(F)c1 (stereo unspecified)	·	-19
CN1C(=O)SC(Nc2ccccc2)C1=O (stereo unspecified)	8	·
COc1ccc(NC(=O)N(C2CCCCC2)C2CCN(C(C)C)CC2)c(OC)c1	5	-8
CCCCOc1ccc(S(=O)(=O)NNC(=O)C2Cc3c(ccc4ccccc34)O2)cc1 (stereo unspecified)	13	·
COc1cccc(/C=N/Nc2snc(SC)c2C#N)c1	-16	·
CCOC(=O)N1CCC(n2c(SCC(=O)Nc3ccccc3OC)nc3ccccc3c2=O)CC1	6	-19
Fc1ccccc1OCCSc1nc2ccccc2o1	7	-32
CCC1Oc2ccccc2N(CC(=O)Nc2ccc3c(c2)OCCO3)C1=O (stereo unspecified)	-12	0
O=C(CCCN1C(=O)c2ccccc2C1=O)NCc1cccnc1	-13	-11
COc1ccc2c(c1)CCc1c(C(=O)NCc3cccnc3)noc1-2	·	-5
COC(=O)C1=C(C(=O)OC)[C@@H]2N(C)c3ccccc3[C@@]23C[C@@H](C(=O)OC)N=C3N1	-182	·
CCOc1ccc(-n2c(SCC(N)=O)nc3c([nH]c4ccccc43)c2=O)cc1	-6	6
COc1ccc(C(CCN2CCCC2)c2c(OC)cc(OC)c3c(-c4ccccc4)cc(=O)oc23)cc1 (stereo unspecified)	-9	·
CN(C)CCCN=Cc1c(O)n(CCc2ccc(F)cc2)c(=O)[nH]c1=O	11	·
O=C(O)[C@H](Cc1ccccc1)NC(=O)N1CCOCC1	7	-4
CCOC(=O)Cc1nnc(NC(=O)C(CC)Sc2nncn2C)s1 (stereo unspecified)	2	4
CC(CN1CCN(C)CC1)OC(=O)c1ccccc1Cl (stereo unspecified)	·	3
CS(=O)(=O)N1CCN(C2CCN(Cc3ccccc3)CC2)CC1	·	-14
CC(=O)Nc1c(I)c(NC(C)=O)c(I)c(C(=O)O)c1I	4&3	-7&-7
CCOC(=O)Nc1cccc(Nc2ccccc2)c1	1	-7
CCOC(=O)C1CCN(S(=O)(=O)c2ccc(NC(=O)OC)cc2)CC1	-9	-3
COc1ccc(OC)c(C(O)c2nc3ccccc3n2C(C)C)c1 (stereo unspecified)	-12	-13
OC(CNCC1CCCO1)Cn1c2ccccc2c2ccccc21 (stereo unspecified)	11	-1
CCCn1c(SCc2ccc(Cl)cc2)nc2c1c(=O)[nH]c(=O)n2C	-13	16

By substructure: the entries above with a nitro group on carbon (3)
SMILES	RmlC RmlD mix	RT RNaseH block
COc1ccc(-n2c(-c3cccc(C)c3[N+](=O)[O-])n[nH]c2=S)cc1	2	·
Cc1c(C(=O)Nc2ccc(OCc3ccccc3)cc2)cccc1[N+](=O)[O-]	-6	·
CCn1cc([N+](=O)[O-])c(C(=O)N2CCCC2)n1	-4	·

Next part
SMILES	RmlC RmlD mix	RT RNaseH block
CC(=O)Nc1cccc(Cn2cccn2)c1	-7	-2
O=C1CC(N(O)c2ccccc2)C(=O)N1Cc1ccccc1 (stereo unspecified)	5	-7
COc1cc(C)nc(N(Cc2ccccc2)S(=O)(=O)c2ccccc2)n1	6	-46
O=C(O)CCn1[nH]c(=O)c2ccccc2c1=O	7	·
O=C1CCCN1c1ccc(S(=O)(=O)NCc2ccco2)cc1	13	-3
CCC(CC)C(=O)Nc1ccc(Cl)c(Cl)c1	7	·
CCOC(=O)C1=C(C)NC(SCC(=O)O)=C(C#N)C1c1ccco1 (stereo unspecified)	-9	·
O=C(Cc1c(F)cccc1Cl)NCCCn1ccnc1	9	·
COc1ccc(CN2[C@@H](CC(=O)O)c3cc(F)ccc3S2(=O)=O)cc1	-11	·
CC1Cc2ccccc2N1C(=O)CCNS(=O)(=O)c1cccc2nsnc12 (stereo unspecified)	10	-12

An excerpt of these results, with two lines to a compound:
Results follow in this order: RmlC RmlD mix, RT RNaseH block
> O=C1CCCN1c1ccc(S(=O)(=O)NCc2ccco2)cc1
 : 13, -3
> CCC(CC)C(=O)Nc1ccc(Cl)c(Cl)c1
 : 7, ·

Next compounds follow.
SMILES	RmlC RmlD mix	RT RNaseH block
COc1ccccc1NC(=O)CN1C(=O)C2(OCCCO2)c2ccccc21	23	-4
COC(=O)c1cc(NC(=O)c2ccccc2)c(=O)oc1C/C=N\OCc1ccc(Cl)cc1Cl	-7	·
COc1ccc(-c2noc(CCC(=O)Nc3cccc(C)c3)n2)cc1	6	-18
Cc1ccc(-c2noc(CCC(=O)NCCc3ccccc3Cl)n2)cc1	8	-3
CC1CCCCN1C(=O)CSc1nc2ccccc2n1CC(=O)N1CCc2ccccc21 (stereo unspecified)	4	-9
CCOc1cc2[nH]c(=O)n(CCCCC(=O)NCc3ccco3)c(=O)c2cc1OCC	10	-7
O=C1c2ccc3c4c(ccc(c24)C(=O)N1c1ccc2ccccc2c1)CC3	-9	·
COc1ccc(NC(=O)c2ccc(Cc3ccc(C)cc3)o2)cc1	-20	·
C=CCn1cnc2scc(-c3ccc(C)cc3)c2c1=O	-7	·
CCC(C)NC(=O)C(Cc1ccccc1)n1cccc1 (stereo unspecified)	-8	-10
COc1ccc(CC(=O)NCc2ccco2)cc1OC	-1	·
